Bioassay records deposited in PubChem BioAssay by several laboratories.
ssDAF-12 act – S. stercoralis DAF-12 activation, primary screen | HEK293 ssDAF-12/GRIP1 lit1-tk-luc reporter, luminescence; % of 3 µM dafachronic acid response | 370,000 tested, 1% active | activation, % at 6.8 µM | AID 652126;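 active = activation above the mean over all tested compounds plus 3 SD, cut at about 0.9% in these data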;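 note: 0% = DMSO-only wells and 100% = 3 µM delta7-dafachronic acid wells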
hgDAF-12 ag – agonists of H. glycines DAF-12 nuclear receptor; HEK293 GAL4-hgDAF12 UAS-luciferase reporter, agonist luminescence; normalized to butyrate control; activation, % at 6.8 µM; 370,000 tested, 1.8% active;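 active = activation above a cutoff set at the mean of all screened compounds plus 3 SD, cut at about 10% in these data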;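 note: 0% = DMSO wells and 100% = sodium butyrate wells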
GC-B act – GC-B (human) receptor activation; P20594; HEK293-GC-B cells, CNP EC30, cGMP TR-FRET; 0% at EC30 CNP, 100% saturating CNP; activation, % at 10 µM; 370,000 tested, 0.11% active; AID 1920062;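 active = activation at 10 µM reaching about 35% in either raw or pattern-adjusted values, limit read from the data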
sPLA2-III inh – Blocks human group III sPLA2 activity; QFRET BODIPY PC-A2 liposome hydrolysis, fluorescence; 370,000 tested, 0.56% active; Q9NZ20; inhibition, % at 12.2 µM;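 active = inhibition above mean plus 3 SD of compounds lying within the high and low control bounds, cut at about 19% in these data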;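 note: 0% = median of test compound wells and 100% = no enzyme DMSO wells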
DAX1 inh-1 – inhibitors of human orphan nuclear receptor DAX1 (NR0B1); HEK293 Gal4-DAX1 luciferase reporter, luminescence; P51843; AID 504766; inhibition, % at 6.75 µM; 340,000 tested, 0.99% active;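 active = inhibition above the mean over all tested compounds plus 3 SD, cut at about 4.2% in these data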;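 note: 0% = DAX1-transfected cells with DMSO and 100% = empty-vector control cells with DMSO; inhibition shows as a rise in luminescence from relieved DAX1 repression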
KLK7 zymogen act – activates the human kallikrein-7 zymogen. activation, % at 7 µM. P49862. purified proKLK7, EDANS-DABCYL substrate fluorescence; 100% is mature enzyme control, 0% vehicle. 370,000 tested, 0.9% active;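 active = activation above the mean of all tested compounds plus 3 SD, computed per campaign excluding outliers beyond control limits, cut at about 13% in these data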
hcDAF-12 act – activates DAF-12 receptor from parasite H. contortus | 370,000 tested, 1.4% active | HEK293 hcDAF-12 lit1-tk-luc reporter, luminescence; 0% DMSO, 100% Δ7-dafachronic acid | activation, % at 6.8 µM;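 active = activation above the mean of all tested compounds plus 3 SD, cut at about 5.5% in these data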;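 note: 100% = response to 3 µM Δ7-dafachronic acid high control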
GAA850 FXN act – frataxin GAA850 promoter activation. activation, % at 6 µM. HEK293 lucGAA850 FXN promoter luciferase reporter, 24 h; percent of 10 µM SAHA response. 360,000 tested, 0.56% active. AID 540364;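 active = activation above the average of all compounds screened plus 3 SD, cutoff fixed separately per campaign, cut at about 7.5% in these data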;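 note: 0% = DMSO wells and 100% = 10 µM SAHA wells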
SMARCA2 act – increases SMARCA2 function in MMTV reporter cells | MG213 cells, MMTV-luciferase reporter, dexamethasone, overnight | activation, % at 9.1 µM | 370,000 tested, 1% active | AID 652017; in the data active = activation above about 7.8%;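 note: 0% = vehicle wells and 100% = reference activator wells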
GC-A act – GC-A (human) enzyme activation. P16066. activation, % at 10 µM. AID 1671463. HEK293 GC-A cells, cGMP TR-FRET, EC30 ANP; 0% at EC30 ANP, 100% saturating ANP. 370,000 tested, 0.14% active; in the data active = activation above about 40%
Target sequence (P16066 whole entry, looked up): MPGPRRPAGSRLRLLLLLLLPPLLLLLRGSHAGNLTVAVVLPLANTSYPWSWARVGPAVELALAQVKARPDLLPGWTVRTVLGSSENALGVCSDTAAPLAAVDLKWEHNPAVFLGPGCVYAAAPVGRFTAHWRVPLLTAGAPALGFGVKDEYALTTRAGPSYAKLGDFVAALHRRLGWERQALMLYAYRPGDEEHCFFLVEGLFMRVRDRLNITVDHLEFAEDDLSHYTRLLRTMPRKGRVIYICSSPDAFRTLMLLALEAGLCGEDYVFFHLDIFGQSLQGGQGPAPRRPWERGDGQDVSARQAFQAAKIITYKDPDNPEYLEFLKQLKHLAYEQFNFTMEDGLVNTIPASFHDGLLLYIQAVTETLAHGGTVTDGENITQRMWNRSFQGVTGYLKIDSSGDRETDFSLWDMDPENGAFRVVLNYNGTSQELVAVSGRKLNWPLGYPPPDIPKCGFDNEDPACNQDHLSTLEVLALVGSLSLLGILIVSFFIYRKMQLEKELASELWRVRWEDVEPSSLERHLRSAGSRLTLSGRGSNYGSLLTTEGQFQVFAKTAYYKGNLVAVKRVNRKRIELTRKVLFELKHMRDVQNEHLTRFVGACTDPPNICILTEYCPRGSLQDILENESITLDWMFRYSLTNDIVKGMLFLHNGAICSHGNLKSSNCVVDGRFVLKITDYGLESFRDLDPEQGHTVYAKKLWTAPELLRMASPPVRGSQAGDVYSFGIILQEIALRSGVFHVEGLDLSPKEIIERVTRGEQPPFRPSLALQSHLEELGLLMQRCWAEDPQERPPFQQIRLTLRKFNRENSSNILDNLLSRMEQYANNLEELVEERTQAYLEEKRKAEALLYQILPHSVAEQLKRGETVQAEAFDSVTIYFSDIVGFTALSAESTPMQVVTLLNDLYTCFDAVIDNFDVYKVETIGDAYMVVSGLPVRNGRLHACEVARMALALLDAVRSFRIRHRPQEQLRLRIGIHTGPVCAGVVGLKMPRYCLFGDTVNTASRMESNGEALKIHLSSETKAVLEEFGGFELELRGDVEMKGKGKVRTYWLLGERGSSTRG
DAX1 inh-2 – blocks DAX1 repression of SF-1 activated StAR promoter; HEK293T StAR-luciferase reporter, SF-1/DAX-1 repression relief; inhibition, % at 6.8 µM; 370,000 tested, 1.1% active; AID 652010;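 active = inhibition above the mean over all tested compounds plus 3 SD, cut at about 3.6% in these data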;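 note: 0% = DAX-1 cells with DMSO and 100% = cells lacking DAX-1 with DMSO; higher inhibition means more luminescence from relief of DAX-1 repression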
* = called active by the depositor; · = no result given.

Molecule	GC-A act	SMARCA2 act	hgDAF-12 ag	DAX1 inh-2	KLK7 zymogen act	hcDAF-12 act	GAA850 FXN act	sPLA2-III inh	ssDAF-12 act	DAX1 inh-1	GC-B act
O=S(=O)(c1ccc(Cl)cc1)c1nc(-c2ccco2)oc1N1CCOCC1	-4	0	-1.3	-0.7	0.2	-1.3	-0.7	-3	-0.9	0.6	0
COc1cccc(N2CC(O)Cn3c2nc2c3c(=O)[nH]c(=O)n2C)c1 (stereo unspecified)	-2	0	-1.1	-0.1	-0.2	-2.1	1.3	4	-0.7	1.1	1
CCOC(=O)c1cc(C)n(-c2ccc(OC)c(OC)c2)c1C	0	-2	-1.2	-0.4	0.3	-2.1	2.2	1	-1.6	-0.4	-6
O=C(Nc1cccc(C(=O)O)c1)/C(=C\c1ccccc1)NC(=O)c1ccccc1	-3	-4	-4.1	0.6	0.1	0.0	6.3	4	-0.9	2.0	-4
CN(Cc1ccc(Cl)c(Cl)c1)C(=O)c1cccc(S(=O)(=O)N2CCN(Cc3ccccc3)CC2)c1	-4	-5	-9.0	-4.4	0.3	-2.6	-0.8	-6	-1.7	-1.5	-1
Cc1ccc(C)c(NC(=O)c2oc(=O)c3ccccc3c2-c2ccccc2)c1	-19	-3	-0.3	-0.3	0.0	-1.4	0.3	-1	-0.9	2.6	-5
S=c1[nH]nc(C2CCCCC2)n1/N=C/c1c(Cl)cccc1Cl	4	0	-1.2	0.0	-0.7	-0.6	1.9	-1	-1.5	1.7	0
COC(=O)c1ccc(-c2ccco2)n1Cc1ccccc1Cl	4	1	3.4	-0.1	0.4	-2.2	-0.3	1	-0.7	4.0	9
CC(=O)NC(c1ccc(F)c(F)c1)c1nc(-c2cnc3ccccc3c2)cs1 (stereo unspecified)	-8	2	3.5	-0.6	-1.2	3.0	1.2	-14	-0.7	·	-5
COc1ccc(CCC(=O)NNC(=O)Nc2cc(Cl)ccc2C)cc1	2	1	-2.9	0.0	-0.4	1.3	2.2	-3	-1.0	0.6	4
CC(C)(N[C@@H](Cc1ccccc1)C(=O)NCCc1c[nH]c2ccccc12)C(=O)NC1CCCCC1	-4	·	1.6	·	·	-3.8	·	-83	-1.3	·	-8
N#Cc1nc(-c2ccc(OCc3ccccc3)cc2)oc1NCc1cccnc1	-3	-1	-1.0	-1.4	0.3	-2.6	1.5	-11	-1.3	0.5	-10
Cc1cc2c(ncn2C)c(NS(=O)(=O)c2ccccc2Cl)c1C	-2	1	-0.8	0.3	-0.4	-0.7	-0.3	-1	-0.7	-1.6	-3
COc1ccc(C(=O)Nc2cc(C(F)(F)F)ccc2Cl)cc1OC	-2	-3	-0.5	-1.2	-0.1	-2.6	1.8	4	-1.6	2.0	2
CC1CCCCC1NCc1cccc([N+](=O)[O-])c1 (stereo unspecified)	-4	3	2.2	0.8	0.8	1.8	3.2	1	0.2	0.6	4
Cc1ccc2nc(-c3ccccc3)c(Cc3ccsc3)n2c1	6	4	9.5	2.6	-0.8	1.3	·	14	2.1*	·	5
COc1ccc(CC(=O)NC2CCSc3ccccc32)c(OC)c1 (stereo unspecified)	-10	-1	-1.2	0.1	-0.4	-3.6	1.5	1	-0.7	7.7*	-4
COc1ccc(NC(=O)Nc2nc(C(N)CC(C)C)cs2)cc1 (stereo unspecified)	-1	-6	1.8	0.6	0.1	-0.4	1.6	7	-0.9	·	0
COc1ccc(C(=O)Nc2ccc(N3CCN(C(=O)c4ccccc4)CC3)cc2)cc1[N+](=O)[O-]	0	-4	-3.5	-4.3	-0.5	-4.3	-1.8	-23	-3.2	-1.4	0
Cc1c(C(=O)NCCSCc2cccc(C(F)(F)F)c2)cnn1-c1ccc(Cl)cc1	-2	1	-1.9	-0.1	0.8	-1.9	-1.1	7	-1.8	3.3	-10
COc1ccc(OCCCC(=O)N(C)CC(=O)Nc2ccccc2Cl)cc1	-1	0	-0.9	-1.9	0.7	-1.8	-1.0	-5	-1.2	-0.4	0
CC1=CC(C)(C)NC(=S)N1NC(=O)c1ccccc1Cl	0	2	-0.5	-0.2	0.6	-1.2	1.3	5	-0.6	2.4	5
Cc1ccc(C(=O)NCCc2nnc3ccc(SCC(=O)N4CCCCC4)nn23)cc1	2	-2	-2.1	1.0	0.3	-1.2	0.7	8	-0.4	0.2	14
CC(C)CC(=O)Nc1ccc2ccccc2c1	-1	1	6.0	0.6	0.3	-1.0	-0.6	-7	-1.1	-0.1	-1
CC1CCN(c2nc3ccccc3n2CC(=O)c2ccccc2)CC1	-4	-4	-3.0	-0.1	0.7	-1.2	0.3	-6	-1.3	0.6	0
Cc1cc(C)n(C(C)n2nc(C)cc2C)n1	-2	-3	-2.7	0.4	0.4	-0.8	1.2	2	-0.8	0.4	2
CN=C(Nc1cc(Cl)ccc1Cl)SC1CC(=O)N(c2ccc(C(=O)OC)cc2)C1=O (stereo unspecified)	1	-1	1.8	-0.4	0.1	-1.0	-1.5	-17	-1.4	0.0	0
COC1(OC)N=C(N)C2(C#N)C(c3ccccc3)NC(C)=CC12C#N (stereo unspecified)	2	-1	-2.4	-0.2	-27	0.5	1.6	1	-1.4	0.1	3
COc1ccc(OC)c(N/C(C)=C/C(=O)c2ccc(C)o2)c1	5	3	-3.5	0.0	-0.5	-0.2	-1.0	4	-1.6	0.6	-1
N#CCCCC#Cc1ccc2c(c1)COc1c3ccccc3nn1-2	0	2	-0.3	0.9	-0.1	3.8	-3.5	-10	-1.0	-2.5	0
CCCS(=O)(=O)N1CCN=C1SCc1cccc(F)c1	4	0	2.5	0.0	-0.4	0.0	2.1	2	-1.3	0.3	9
COCCN(C(=O)COC(=O)C(C)(C)Oc1ccc(Cl)cc1)c1c(N)n(Cc2ccccc2)c(=O)[nH]c1=O	-1	0	-0.8	0.5	0.3	-0.6	-0.6	-1	-1.6	1.4	-2
C=C(C)c1cccc(C(C)(C)NC(=O)NCc2ccc(OC)c(OC)c2)c1	-1	1	-2.1	-0.8	-0.2	-1.7	-3.0	-3	-1.9	-1.2	-7
COc1ccc(-c2nc(CS(=O)CC(=O)NCCCN3CC(C)CC(C)C3)c(C)o2)cc1OC (stereo unspecified)	-1	-3	1.6	0.0	-0.1	-0.9	2.3	8	-0.8	1.3	-2
Cc1ccc(N2CN=C(c3ccccc3)NC2=S)cc1	2	2	8.8	2.2	-0.1	1.1	4.2	2	-0.5	0.4	-5
O=C(NCCS(=O)(=O)NCc1ccccc1)c1ccccc1	1	-4	-1.5	2.4	0.1	-0.3	1.8	19*	-1.2	0.5	0
CCC1C(=O)NCCN1C(=O)CCc1nnc(CCc2ccc(OC)cc2)o1 (stereo unspecified)	4	-1	-1.4	0.6	0.1	-0.2	0.6	-5	-1.3	-0.1	6
CC1CCC(NC(=O)CCS(=O)(=O)c2ccc3c(c2)NC(=O)CS3)CC1 (stereo unspecified)	2	3	0.1	-0.2	0.2	-0.6	-1.4	1	-0.8	0.4	4
C=CCn1c(COc2ccccc2-c2ccccc2)nnc1SCC(=O)NC(=O)NCc1ccco1	-13	-1	-0.2	0.1	-0.9	-1.1	-2.9	-36	-1.9	1.1	-7
Cc1ccc(N2C(S)=C(C#N)C(=O)NC2c2ccco2)cc1 (stereo unspecified)	5	-2	1.3	-0.5	0.7	-0.2	-0.8	3	-1.5	1.5	8
COc1ccc(-c2nc3ccccc3c(=O)n2CCOc2cccc(C)c2C)cc1	-3	-3	-3.0	-0.2	0.3	-1.2	2.1	-1	-0.6	0.8	1
CCOC(=O)c1ccc(NC(=O)N2CC(C)OC(C)C2)cc1 (stereo unspecified)	1	-1	0.8	-0.2	0.0	-1.7	-1.7	2	-0.8	0.9	0
C=CCC(O)(CC=C)CNC(=O)c1ccc(OC)c(OC2CCN(C(C)=O)CC2)c1	-1	1	0.4	-0.3	0.3	-0.5	-0.8	2	-1.1	2.3	-3
CCCC(=O)O/N=C(\c1ccccc1)c1ccncc1	3	-3	0.0	0.2	-0.2	-1.2	1.6	3	-1.0	0.5	5
Nc1nc(N)c(N=Nc2ccc(C(=O)O)cc2)c(N)n1	-5	0	1.9	0.2	-0.7	-0.3	-1.8	7	-1.0	-0.8	-4
COc1ccc(S(=O)(=O)NC(CC(=O)NCc2ccc3c(c2)OCO3)c2ccco2)cc1 (stereo unspecified)	-3	0	-0.7	0.2	-0.3	1.0	0.9	-9	-0.8	0.1	8
COc1cccc(NC(=O)COc2ccc(C(=S)N3CCN(C)CC3)cc2OC)c1	-3	-3	-0.4	-6.2	0.2	-4.1	0.7	0	-1.4	-1.2	3
Cn1nnnc1SCC(=O)Nc1ccccc1C(N)=O	0	-2	-2.8	0.7	0.2	-0.6	0.0	8	-2.0	2.1	1
CCOc1cc2[nH]c(=S)n(Cc3ccc(C(=O)NCCCOC)cc3)c(=O)c2cc1OCC	1	-1	-1.0	0.1	-0.2	0.6	1.3	4	-1.0	-1.0	0

Exported field by field: entries from further up.
molecule: Cc1ccc(N2CN=C(c3ccccc3)NC2=S)cc1
- GC-A act: 2
- SMARCA2 act: 2
- hgDAF-12 ag: 8.8
- DAX1 inh-2: 2.2
- KLK7 zymogen act: -0.1
- hcDAF-12 act: 1.1
- GAA850 FXN act: 4.2
- sPLA2-III inh: 2
- ssDAF-12 act: -0.5
- DAX1 inh-1: 0.4
- GC-B act: -5
molecule: COc1ccc(OC)c(N/C(C)=C/C(=O)c2ccc(C)o2)c1
- GC-A act: 5
- SMARCA2 act: 3
- hgDAF-12 ag: -3.5
- DAX1 inh-2: 0.0
- KLK7 zymogen act: -0.5
- hcDAF-12 act: -0.2
- GAA850 FXN act: -1.0
- sPLA2-III inh: 4
- ssDAF-12 act: -1.6
- DAX1 inh-1: 0.6
- GC-B act: -1
